Bioassay records: PubChem, National Center for Advancing Translational Sciences (NCATS)
USP1-UAF1 inh = Inhibitors of USP1/UAF1: Primary Screen | Ubiquitin carboxyl-terminal hydrolase 1 (Homo sapiens), O94782 | recombinant USP1/UAF1, Ub-Rhodamine cleavage fluorescence | Potency, µM (highest dose often 57.1 µM), for inactives: at the highest dose activity change, negative = inhibition, most hits filed as inhibitors | hit rate 0.23% among 390,000 | AID 743255, 2014; note: % is set by controls: 0 for no effect and ±100 for the full control effect; nearly all actives have a fitted effect of over 60% in size; inactives centre near -12
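Step one: compound is pinned into 1nM USP1/UAF1 in HEPES pH 7.8 buffer with TCEP. Step two: 15 min room-temperature incubation. Step three: Ub-Rho (150nM final) starts cleavage, tracked by fluorescence over six one-minute reads.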
RGS4 inh = Inhibitors of Regulator of G Protein Signaling (RGS) 4: qHTS; Regulator of G-protein signaling 4 (Homo sapiens), P49798; Transcreener GDP fluorescence polarization, RGS4-accelerated GTP hydrolysis; Potency, µM (doses to about 114 µM), without a hit: top-dose activity change, negative = inhibition, usual class: inhibitors; hit rate 0.039% among 390,000; AID 504845, 2011; note: % is set by controls: 0 for no effect and ±100 for the full control effect; nearly all actives have a fitted effect of over 75% in size; some results filed as inactive show a strong effect at the top dose
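MLSMR compounds (23 nl, pin-transferred) preincubated 10 min at room temperature with a 500nM (2x) first reagent, then RGS4 at 900nM (2x) plus Transcreener GDP mix added; fluorescence polarization (620/688 nm) read before and after 90 min at 30 °C.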
Vif-APOBEC3F blk = qHTS for Inhibitors of Vif-A3F Interactions: qHTS; HeLa A3F-eYFP + Vif (tagged APOBEC3F with the HIV-1 protein that degrades it), YFP fluorescence increase; Potency, µM (titrated, usually from 46.1 µM), without a hit: at the highest dose activity, negative = active; hit rate 0.2% among 390,000; AID 602313, 2012; note: % of control where 0% means no effect; nearly all actives have a fitted effect of over 65% in size
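HeLa cells stably expressing A3F-eYFP plus Vif, plated and incubated overnight at 37 deg C, then exposed to compounds overnight at 37 deg C. Blocked degradation read as raised yellow fluorescence (Ex 488/Em 500-530).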
TrxR1 inh = qHTS Assay for Inhibitors of Mammalian Selenoprotein Thioredoxin Reductase 1 (TrxR1): qHTS. hit rate 1% among 390,000. AID 588453, 2011. Thioredoxin reductase 1, cytoplasmic (Rattus norvegicus), O89049. Potency, µM (series often up to 114 µM), for the others: top-dose activity change, negative = inhibition, most hits filed as inhibitors. recombinant rTrxR1, NADPH fluorescence consumption, selenite substrate; note: % is set by controls: 0 for no effect and ±100 for the full control effect; nearly all actives have a fitted effect of over 65% in size
Target sequence (O89049 whole entry, looked up): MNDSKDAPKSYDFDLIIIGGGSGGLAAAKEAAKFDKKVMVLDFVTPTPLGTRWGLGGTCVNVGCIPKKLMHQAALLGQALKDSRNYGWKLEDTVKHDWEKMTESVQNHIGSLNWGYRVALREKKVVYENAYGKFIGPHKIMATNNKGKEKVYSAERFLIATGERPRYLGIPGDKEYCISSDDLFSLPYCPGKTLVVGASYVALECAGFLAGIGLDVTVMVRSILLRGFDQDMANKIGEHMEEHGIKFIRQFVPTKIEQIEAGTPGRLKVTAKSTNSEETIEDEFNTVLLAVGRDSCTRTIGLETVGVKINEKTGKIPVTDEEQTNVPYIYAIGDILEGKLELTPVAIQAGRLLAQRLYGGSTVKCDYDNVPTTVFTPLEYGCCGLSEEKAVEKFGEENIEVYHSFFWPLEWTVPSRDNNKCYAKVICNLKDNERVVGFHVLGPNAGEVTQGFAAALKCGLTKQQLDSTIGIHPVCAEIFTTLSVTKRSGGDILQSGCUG
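Rat TrxR1 (90 nM in the dispensed reagent) was pre-reduced with 400 uM NADPH for 5 min at room temperature, then incubated with compound for 15 min. After 400 uM selenite was added, NADPH fluorescence (Ex 340/Em 450 nm) was followed for 8 min.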
12-LOX inh = Primary qHTS assay for inhibitors of human arachidonate 12S-lipoxygenase (ALOX12): Round 2. Polyunsaturated fatty acid lipoxygenase ALOX12 (Homo sapiens), P18054. purified 12hLO, xylenol orange hydroperoxide absorbance. Potency, µM (highest dose often 108 µM), without a hit: at the top dose activity change, negative = inhibition, usual class: inhibitors. hit rate 1.1% among 580,000; note: % is set by controls: 0 for no effect and ±100 for the full control effect
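Purified human 12hLO (150 nM final) in 25 mM Hepes, 0.01% Triton X-100, pH 7.0 was preincubated 15 min at room temperature with compound. Then 40 uM arachidonic acid was added, 30 min. Hydroperoxide was read by Fe-XO absorbance ratio 573/405 nm.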
TrxR1 substrate = qHTS Assay for Substrates of Mammalian Selenoprotein Thioredoxin Reductase 1 (TrxR1): qHTS; Thioredoxin reductase 1, cytoplasmic (Rattus norvegicus), O89049; purified TrxR1 substrate turnover, NADPH consumption readout; Potency, µM (highest dose often 114 µM), inactives show at the top dose activity change, negative = substrate turnover; hit rate 0.01% among 390,000; AID 588456, 2011; note: % is set by controls: 0 for no effect and ±100 for the full control effect; nearly all actives have a fitted effect of over 50% in size
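Rat TrxR1, dispensed at 90 nM, was prereduced with 400 uM NADPH (final) for 5 min at ~22 deg C, then incubated with compound 15 min before 400 uM selenite. A first-read NADPH fluorescence drop versus no-compound background flagged substrates.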
IDH1 R132H inh = qHTS for Inhibitors of mutant isocitrate dehydrogenase 1 (IDH1): qHTS. Isocitrate dehydrogenase [NADP] cytoplasmic (Homo sapiens), O75874. IDH1-R132H enzyme, NADPH consumption, diaphorase/resazurin fluorescence. Potency, µM (top dose mostly 76.6 µM), inactives show at the highest dose activity change, negative = inhibition, usual class: inhibitors. hit rate 0.093% among 390,000. AID 602179, 2012; note: % is set by controls: 0 for no effect and ±100 for the full control effect; nearly all actives have a fitted effect of over 65% in size
Target sequence (O75874 whole entry R132H, stated change not applied): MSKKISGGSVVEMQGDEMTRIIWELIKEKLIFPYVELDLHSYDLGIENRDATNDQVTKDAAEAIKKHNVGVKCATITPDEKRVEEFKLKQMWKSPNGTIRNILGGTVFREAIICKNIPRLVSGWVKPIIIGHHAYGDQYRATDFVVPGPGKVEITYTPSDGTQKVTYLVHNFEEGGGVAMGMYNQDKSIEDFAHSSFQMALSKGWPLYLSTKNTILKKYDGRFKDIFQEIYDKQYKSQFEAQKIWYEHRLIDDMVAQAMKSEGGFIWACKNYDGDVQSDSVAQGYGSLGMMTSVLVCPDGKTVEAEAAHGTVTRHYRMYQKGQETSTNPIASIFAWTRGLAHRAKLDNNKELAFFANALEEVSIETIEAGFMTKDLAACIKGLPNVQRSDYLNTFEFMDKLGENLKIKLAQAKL
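IDH1-R132H (0.5 ug/mL) preincubated 30 min with compound, then NADPH (0.016 mM) and alpha-KG (2 mM) added; 80 min at RT, pH 7.5. Remaining NADPH coupled via diaphorase/resazurin to fluorescence (540/590 nm); concentration-response curves normalized to no-enzyme control.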
RXFP1 agonist = qHTS Assay for Agonists of the Relaxin Receptor RXFP1; AID 2676, 2010; hit rate 0.3% among 370,000; Potency, µM (top dose mostly 57.5 µM), inactives show at the highest dose activation, most hits filed as activators; HEK293T-RXFP1 cAMP TR-FRET, 30 min; response scale: percent of porcine relaxin response, buffer zero; Relaxin receptor 1 (Homo sapiens), Q9HBX9; note: % is set by controls: 0 for no effect and ±100 for the full control effect; nearly all actives have a fitted effect of over 60% in size; many of its hits are not listed in these tables
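Agonist response is measured as cAMP accumulation in an RXFP1-transfected HEK293T line under PDE4 inhibition. Values are scaled between buffer-only and 29 nM porcine relaxin, and EC50s come from standard Hill equation fits.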
Vif-APOBEC3G blk = qHTS for Inhibitors of Vif-A3G Interactions: qHTS. hit rate 0.076% among 410,000. HeLa A3G-eYFP + Vif (tagged APOBEC3G with the HIV-1 protein that degrades it), YFP fluorescence, overnight. DNA dC->dU-editing enzyme APOBEC-3G (Homo sapiens), Q9HC16. Potency, µM (doses to about 46.1 µM), for inactives: at the highest dose activity, negative = active, most hits filed as inhibitors;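 note: % is set by controls: 0 for no effect and ±100 for the full control effect; nearly all actives have a fitted effect of over 60% in size; hits raise eYFP signal because A3G escapes Vif-driven loss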
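Read-out is eYFP fluorescence (Ex 488/Em 500-530) from Vif-expressing HeLa A3G-eYFP cells; more signal means A3G escaped Vif-mediated degradation. Cells plated overnight, compound pinned in, incubated overnight at 37 deg C.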
The depositor's hits bear a star; ? = inconclusive; . = no result given; & = joins results of further samples; [ ] = another dose, or the depositor's remark. Calls come from the whole dose curve; as a rule, active = well fitted curve in the direction sought with a large enough effect; inconclusive = small, poorly fitted or top-dose-only effect, or another doubt; inactive = no such curve, though single readings can be large; an effect the other way counts as inactive or inconclusive. Potency is the fitted concentration of half-maximal effect. This is a subset; the hit share may differ from the screen's.

SMILES	USP1-UAF1 inh	RGS4 inh	Vif-APOBEC3F blk	TrxR1 inh	12-LOX inh	TrxR1 substrate	IDH1 R132H inh	RXFP1 agonist	Vif-APOBEC3G blk
COc1ccccc1NC(=O)COC(=O)c1ccccc1C(=O)N1CCN(c2ccccc2)CC1	-18%	-25%	-27%	7%[57.1 µM]	6%	6%[57.1 µM]	1%	-0.2%	0%
COc1cccc(-c2ccc(=O)n(CC(=O)Nc3cc4c(cc3NC(C)=O)OCCO4)n2)c1	1%	11%	-6%	9%	0%	6%	2%	2.9%	0%
O=C(O)CCc1ccc(-c2cccs2)n1CCc1ccccc1	-6%	-4%[56.9 µM]	11%	?	?	7%	-2%	-1.3%	-8%
O=C(Nc1ccc(N2CCOCC2)c(Cl)c1)c1ccco1	-24%	-13%	5%	8%[57.1 µM]	0%	10%[57.1 µM]	6%	1.7%	-2%
O=C(O)/C=C/c1ccc(Cn2ccnc2)cc1	-19%&-29%	-35%&-18%	6%&-5%	22%&13%	-28%&-6%	0%&6%	-5%&0%	.	-2%&1%
CCCOc1c(OC)cccc1C1CC(=O)Nc2cc3c(cc21)OCCO3 (stereo not drawn)	-19%	-8%[11.4 µM]	-3%	14%[57.1 µM]	-15%	-8%	1%	3.1%	?
Cc1cc(OCC(=O)N[C@@H](CSCc2ccccc2)C(=O)O)c2c(C)c(C)c(=O)oc2c1	-10%	7%	6%	14%	42%[activator]	89%[activator]	-10%	1.0%	-1%
CN(C)C(=O)c1ccccc1-c1ccccc1	-19%	15%	1%	4%	0%	0%	-6%	0.0%	-1%
Cc1ccnc(NC(=O)COC(=O)C2COc3ccccc3O2)n1 (stereo not drawn)	-12%	-25%	5%	0%	-20%	12%	14%	-1.2%	0%
O=C(COc1ccccc1F)Nc1ccccc1C(=O)OCc1cc(=O)n2nc(C3CC3)sc2n1	-15%	-24%	1%	9%[57.1 µM]	-16%	1%[57.1 µM]	9%	2.3%	2%
O=c1c2ccccc2sn1-c1cc(S(=O)(=O)N2CCOCC2)ccc1N1CCCCC1	.	?	.	-13%	.	-5%	.	.	4%
C#CCSc1nc(Cc2ccc(Cl)cc2)nc2ccccc12	-13%	-4%	1%	2%	-23%	0%	3%	-0.1%	-3%
Nc1ccc2nc(Cc3ccccc3)[nH]c2c1	-24%	-19%	-2%	20%	15%	9%	5%	2.1%	0%
CC(C)C(=O)NNC(=O)CC(=O)Nc1ccccc1C(=O)O	1%	24%	0%	25%	21%	4%	-7%	0.4%	0%
COc1ccc(NS(=O)(=O)c2cccc(C(=O)NCC(c3cccs3)N3CCOCC3)c2)cc1 (stereo not drawn)	0%	-5%	5%	4%[11.4 µM]	13%	3%[11.4 µM]	1%	.	3%
N#C/C(=C\c1ccccc1F)c1nc2ccccc2c(=O)[nH]1	-25%	6%	1%	6%	-25%	3%	11%	0.6%	0%
COc1ccc(C2CC(O)(c3ccccc3)Oc3c(C)ccc(C(C)C)c32)cc1 (stereo not drawn)	.	1%	.	0%	.	-13%	.	.	-8%
CNC(=O)c1c(NC(=O)c2ccc(S(=O)(=O)N3CCCc4ccccc43)cc2)sc2c1CCN(C)C2	-18%	?	?	14%	-24%	-7%	-2%	0.0%	-27%
Oc1cccc2ccc(/C=C/c3ccccc3Cl)nc12	-3%	11%	-1%	-6%[57.1 µM]	-18%	-3%[57.1 µM]	6%	-0.3%	-2%
CCOC(=O)CSc1nnc(Cc2ccc(OC)cc2)n1-c1ccccc1	-21%	-6%	-11%	-15%	0%	-4%	0%	2.5%	-3%
CCCc1c(CC)c(=N)c2ccccc2n1C	-3%	-38%	1%	-6%	5µM*	21%	8%	0.1%	1%
CCN(C(=O)CSc1ncn[nH]1)C1CCCCC1	-10%	-19%	-2%	10%[57.1 µM]	-13%	1%[57.1 µM]	3%	0.3%	0%
CCOC(=O)c1cnc(SC)nc1Oc1cccc(NC(=O)c2ccc(C)cc2)c1	-7%	-25%	-9%	11%[57.1 µM]	-10%	-1%[57.1 µM]	5%	1.8%	-2%
CCOC(=O)c1cc2c(c(-c3ccccc3)n1)[C@@H](CCO)N(S(=O)(=O)C(C)(C)C)C2	-20%	-4%	-2%	23%	-6%	5%	-7%	.	1%
CCc1ccccc1N1C(=O)C2CC(C)=C(C)CC2C1=O (stereo not drawn)	-21%	6%	8%	9%	12%	-1%	8%	1.7%	2%
O=C(CCc1n[nH]c(=O)[nH]c1=O)Nc1cccc([N+](=O)[O-])c1	-7%	-21%	-19%	9%[57.1 µM]	0%	5%[57.1 µM]	-3%	9.2%	2%
CCC(=O)N1N=C(c2ccccc2)CC1c1ccc([N+](=O)[O-])cc1 (stereo not drawn)	-13%	-9%	-5%	-2%	4%	-11%	1%	-0.8%	-6%
CCOC(=O)C1(CCOC)CCN(C(C)CCc2ccc(OC)cc2)CC1 (stereo not drawn)	-1%	22%	-8%	41%[0.0914 µM]	-3%	1%[57.1 µM]	10%	0.7%	0%
CC(C)(C)c1ccc(C(=O)N2CCNC(=O)C2CC(=O)Nc2ccc(F)cc2)cc1 (stereo not drawn)	1%	-6%	-10%	-3%	1%	-4%	-2%	-1.5%	-5%
COC(=O)[C@H](Cc1ccccc1)NC(=O)NCCc1ccc(S(N)(=O)=O)cc1	-20%	1%	-1%	15%	-20%	4%	-2%	0.9%	-5%
CC1CCC(NC(=O)CNC(=O)c2ccc3ccccc3c2)CC1 (stereo not drawn)	-14%	14%	1%	-4%	-6%	1%	9%	1.7%	1%
C/C(=N\NC(=S)Nc1ccc(F)cc1)c1ccc2c(c1)OCCO2	-4%	6%	?	-29%	35µM*	-18%	-1%	-0.2%	?
Cc1ccc(NC(=S)/N=C(\N)Nc2nc(C)c3cc(C)ccc3n2)c(C)c1	-1%	-6%	-17%	4%	?	-4%	-3%	0.0%	-6%
Cc1c(NC(=O)Nc2ccc(C(C)(C)C)cc2)c(=O)n(-c2ccccc2)n1C	-21%	4%	1%	4%	-8%	-6%[57.1 µM]	-8%	-2.7%	7%
Cc1cccc(NC2=C(C#N)C(=O)NC3(CCCC3)S2)c1	-6%	?	1%	-21%[57.1 µM]	?	-4%	17%	-1.0%	-2%
COc1cccc(CN(C)CC(=O)Nc2cccc(S(N)(=O)=O)c2)c1OC	-3%	?	-12%	27%[11.4 µM]	20%	9%[11.4 µM]	5%	7.2%	2%
O=C(NC1CCOC1=O)c1ccccc1 (stereo not drawn)	?	-1%	-6%	10%	3%	1%	-2%	.	3%
CCOC(=O)C1CCN(C(=O)CSc2n[nH]c(-c3ccc(OC)cc3)n2)CC1	?	-7%	6%	13%[57.1 µM]	-2%	4%[57.1 µM]	2%	7.5%	-1%
COc1cccc(NC(=O)C2CCN(S(=O)(=O)c3cccc4nonc34)CC2)c1	-21%	-10%	0%	6%	-24%	-6%	0%	5.0%	3%
Cc1ccc2nc(N3CCN(C(=O)C4CC4)CC3)sc2c1	-18%	8%	1%	27%[57.1 µM]	-19%	4%[57.1 µM]	-2%	0.3%	6%
Cn1c(CC(=O)NNC(=O)c2cncc(Br)c2)nc2ccccc21	-12%	-4%	3%	7%	-1%	0%	4%	.	1%
CC(C)C(NC(=O)c1ccco1)C(=O)NC1CCCCCC1 (stereo not drawn)	-21%	-7%	2%	41%	15%	11%	2%	0.6%	0%
CC(=O)NC(=S)Nc1ccc(NC(=O)COc2ccc(Cl)cc2Cl)cc1	-14%	-42%	-10%	-5%	0%	0%	5%	8.4%	-9%
CCCCOC(=O)c1ccc(NC(=O)C(=O)NCc2ccco2)cc1	-3%	-31%	-9%	27%[57.1 µM]	54%[activator]	7%[57.1 µM]	-6%	-0.3%	1%
O=C(CN1CCOCC1)Nc1ccc(Cl)c(Cl)c1	-14%	-28%	0%	29%	.	7%	14%	1.3%	-1%
FC(F)(F)c1cnc(-n2cc[nH]c2=S)c(Cl)c1	0%	?	-6%	17%[57.1 µM]	?	19%[57.1 µM]	1%	0.0%	0%
COc1ccc(CN2C(=O)C(C)S/C2=N/N=C/c2ccco2)cc1 (stereo not drawn)	-7%	9%	6%	?	?	-14%	5%	-0.6%	-5%
O=C(N/N=C/c1cccc([N+](=O)[O-])c1O)c1cccs1	-19%	-35%	-10%	-21%	-19%	-20%	10%	-0.1%	-3%
